# Source: PubChem BioAssay
# STAT1 act = STAT1 signaling activators, primary screen, cell-based, HTS, luciferase reporter; NIH 3T3 STAT1-luciferase reporter, IFN-gamma, luminescence; 100% = IFN-gamma alone, no compound; activation (% of control), % at 5.5 µM; 200,000 compounds, 2.6% hits; AID 932, 2007;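 active = activation above the screen-wide mean activation plus 3 SD, cut at about 130% in these data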;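 note: raw ratio to IFN-gamma control signal so 100% means no change and 0% no light; values of inactives mirror those of a sister screen read the other way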
# Efa HMGR inh = inhibitors of E. faecalis class II HMGR, primary screen, biochemical, Enterococcus faecalis; purified E. faecalis HMGR, NADPH absorbance 340 nm kinetic; inhibition, % at 10 µM; 190,000 compounds, 0.41% hits;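 active = inhibition above a set limit, the median over all tested compounds plus 3 SD, cut at about 9.5% in these data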;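 note: enzyme runs in reverse so mevalonate oxidation gives rising NADPH absorbance; 0% = complete reaction with DMSO and 100% = background rate lacking mevalonate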
# NF-kB neuron act = activators of NF-kB expression in neurons, primary screen, cell-based, HTS; human neuronal cells, NF-kB reporter expression; stronger effect = higher value; fold change at 12.5 µM; 190,000 compounds, 1.6% hits; AID 1239, 2008; in the data active = fold change above about 3.3
# APP 5'UTR act = activators of APP 5'UTR luciferase reporter, primary screen, SH-SY5Y cells; SH-SY5Y APP 5'UTR luciferase reporter, luminescence; zero percent = DMSO vehicle wells; activation, % at 2 µM; 190,000 compounds, 1% hits; AID 1276, 2008;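 active = activation above a set limit, based on mean plus 3 SD of controls, cut at about 140% in these data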; note: values of inactives mirror those of a sister screen read the other way
# STAT3 act = IL-6 driven STAT3 reporter potentiators, primary screen, U3A cells, luciferase, luminescence, MLSCN library. IL-6 STAT3-luciferase reporter; 100% = signal with IL-6 EC80 alone. activation (% of control), % at 5.6 µM. 190,000 compounds, 0.91% hits. AID 871, 2007;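 active = activation above the screen-wide mean of compound activation plus 3 SD, cut at about 130% in these data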;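 note: 0% = background luminescence of wells with medium and substrate only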
#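 Material: STAT3-luciferase reporter U3A cells; Probe or stimulus: IL-6 (33 ng/mL); Incubation: compound pre-incubation 1 h before IL-6, then 6 h stimulation at 37 °C; Technique: luminescence from STAT3-driven luciferase reporter; Evaluation: % activation versus median of IL-6-stimulated wells; Controls: IL-6-only high control.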
# Redox H2O2 prof = compounds producing H2O2 with reducing agent – biochemical, NIH compound library profiling, artefact control for MLSCN library redox annotation, primary screen; DTT-dependent redox cycling H2O2, phenol red/HRP absorbance; 100% = 100 µM peroxide control, 0% = buffer; activation, % at 10 µM; 200,000 compounds, 0.03% hits; AID 878, 2007;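 active = activation of at least 50% relative to the plate's high and low controls in the primary single-dose screen; inactive = activation below 50%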;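 note: compound incubated with DTT at 0.8 mM final as the reducing agent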
# STAT3 inh = IL-6 driven STAT3 reporter inhibitors, primary screen, U3A cells, luciferase, luminescence, MLSCN library. IL-6 STAT3-luciferase reporter; host cell line lacks STAT1. inhibition, % at 5.5 µM. 190,000 compounds, 0.89% hits;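 active = inhibition above the mean inhibition across all screened compounds plus 3 SD, cut at about 44% in these data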;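 note: 0% = DMSO only wells and 100% = 100 µM nifuroxazide control wells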
# TLR4 MyD88 comp = inhibitors of TLR4-MyD88 association in cells, primary screen, cell-based, HeLa CL3-4, BLA complementation, FRET ratio; inhibition, % at 8.4 µM; Toll-like receptor 4 (Homo sapiens) + Myeloid differentiation primary response protein …; 200,000 compounds, 0.18% hits; HeLa CL3-4 TLR4/MyD88 BLA complementation; in the data active = inhibition above about 25%;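 note: 0% = vehicle and 100% = reference inhibitor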
# Target sequence (O00206 whole entry, looked up): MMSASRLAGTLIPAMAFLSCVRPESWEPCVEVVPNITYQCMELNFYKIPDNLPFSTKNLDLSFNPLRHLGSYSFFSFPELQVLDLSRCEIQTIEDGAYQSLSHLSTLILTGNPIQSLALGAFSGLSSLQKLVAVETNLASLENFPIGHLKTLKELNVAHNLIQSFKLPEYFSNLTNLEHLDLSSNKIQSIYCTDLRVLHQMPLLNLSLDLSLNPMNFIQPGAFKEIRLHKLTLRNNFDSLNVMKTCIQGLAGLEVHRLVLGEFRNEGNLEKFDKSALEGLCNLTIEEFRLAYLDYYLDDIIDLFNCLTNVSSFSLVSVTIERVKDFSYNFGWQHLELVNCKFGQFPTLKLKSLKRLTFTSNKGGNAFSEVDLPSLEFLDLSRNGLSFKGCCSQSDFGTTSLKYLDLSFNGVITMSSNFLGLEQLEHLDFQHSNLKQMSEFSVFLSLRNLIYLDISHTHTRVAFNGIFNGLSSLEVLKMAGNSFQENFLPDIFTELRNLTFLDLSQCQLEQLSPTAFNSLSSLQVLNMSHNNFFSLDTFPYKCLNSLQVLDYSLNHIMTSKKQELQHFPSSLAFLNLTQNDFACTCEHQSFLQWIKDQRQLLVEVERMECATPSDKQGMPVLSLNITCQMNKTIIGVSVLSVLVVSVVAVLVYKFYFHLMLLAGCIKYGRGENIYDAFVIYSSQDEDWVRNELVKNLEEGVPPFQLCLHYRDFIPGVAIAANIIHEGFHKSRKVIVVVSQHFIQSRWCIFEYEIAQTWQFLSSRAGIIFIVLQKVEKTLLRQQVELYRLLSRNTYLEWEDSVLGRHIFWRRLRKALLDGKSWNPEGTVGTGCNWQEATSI
# Target sequence (Q99836 whole entry, looked up): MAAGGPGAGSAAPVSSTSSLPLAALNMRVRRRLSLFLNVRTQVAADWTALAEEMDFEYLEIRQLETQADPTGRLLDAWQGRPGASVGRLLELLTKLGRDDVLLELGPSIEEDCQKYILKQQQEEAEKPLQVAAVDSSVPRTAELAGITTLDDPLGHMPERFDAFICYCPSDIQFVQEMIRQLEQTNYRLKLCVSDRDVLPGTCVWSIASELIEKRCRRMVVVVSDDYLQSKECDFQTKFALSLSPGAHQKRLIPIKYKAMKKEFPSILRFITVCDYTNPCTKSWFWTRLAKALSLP
# Hsp70 act = Hsp70 transcriptional activators, primary screen, cell-based, HeLa, Hsp70 promoter luciferase, luminescence, 10 µM; AID 1203, 2008; 200,000 compounds, 0.04% hits; activation, % at 10 µM; HeLa Hsp70 promoter luciferase reporter; scaled: vehicle 0, proteasome-inhibitor control 100%;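 active = activation above the mean across all tested compounds plus 3 SD, cutoff set per campaign, cut at about 5.5% in these data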;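 note: 100% = MG132 at 30 µM as the positive control and 0% = DMSO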
# STAT1 inh = STAT1 signaling inhibitors, primary screen, cell-based, HTS, luciferase reporter; NIH 3T3 STAT1-luciferase reporter, IFN-gamma, luminescence; inhibition, % at 5.5 µM; 200,000 compounds, 0.35% hits; AID 920, 2007;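 active = inhibition above a set limit, the mean inhibition across all tested compounds plus 3 SD, cut at about 34% in these data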;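 note: 0% = IFN-gamma with DMSO and 100% = IFN-gamma with 300 µM nifuroxazide; values of inactives mirror those of a sister screen read the other way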
# Numbers without * were called inactive; . = not tested or not shown. Random draw from the library, and some 5.6% of all compounds hit somewhere here.
SMILES,STAT1 act,Efa HMGR inh,NF-kB neuron act,APP 5'UTR act,STAT3 act,Redox H2O2 prof,STAT3 inh,TLR4 MyD88 comp,Hsp70 act,STAT1 inh
CC(c1ccccc1)C(Cc1nc2ccccc2[nH]1)c1nc2ccccc2[nH]1 (configuration not stated),89,-8,0.64,1,110,-1.6,-8,2,-0.4,10
CN(C)C=Nc1c(C(=O)c2ccccc2)sc2nccc(N(C)C)c12,98,-3,1.3,10,90,-0.5,13,-15,-0.3,1
CCOC(=O)N1CCN(C(=O)C(CC)n2nc(C)c3sc4ccccc4c3c2=O)CC1 (configuration not stated),101,1,0.95,13,103,4.0,0,2,-0.3,-1
Cc1nc2ccc(NC(=O)C(F)(F)F)cc2o1,96,2,0.91,.,89,0.9,19,5,-0.2,5
O=C(CN(c1ccccc1F)S(=O)(=O)c1ccccc1)Nc1ccccc1C(=O)N1CCOCC1,101,0,0.96,4,105,-0.4,1,4,-0.1,-3
Cc1c(C(=O)NCc2ccc3c(c2)OCO3)oc2ccc(S(=O)(=O)N3CCC(C)CC3)cc12,97,-1,0.84,-8,93,0.8,12,-5,-0.1,3
Cc1c(Cl)cccc1NC(=O)c1cc(-c2ccccc2O)n[nH]1,106,-2,1.6,70,92,-0.2,10,8,-0.2,-7
c1ccc2c(c1)oc1c(Nc3ccc4c(c3)OCO4)ncnc12,158*,-7,2.2,80,101,0.8,2,8,-0.2,-63
C=C(C)c1cccc(C(C)(C)NC(=O)NCCCn2ccnc2)c1,104,-5,1.2,-8,104,0.2,2,-14,0.3,-4
CC(=O)c1ccc(OCC(O)CN2CCN(Cc3ccccc3)CC2)cc1 (configuration not stated),102,-6,1,.,101,-1.4,8,-2,0.0,-3
C=CCNC(=O)COc1ccccc1C#N,118,-3,1.4,5,97,-1.9,6,-12,-0.2,-20
COc1ccc(C(=O)O)cc1S(=O)(=O)NCCCN1CCCC1=O,99,-4,1.1,11,100,2.4,1,5,-0.2,1
COCCNC(=O)C(c1ccc(C)o1)N(C(=O)c1snc(C(N)=O)c1N)c1cccc(C)c1 (configuration not stated),104,-4,0.9,4,103,0.8,1,4,0.0,-4
CCCOc1ccccc1-c1nc(SCCC(=O)O)n[nH]1,95,2,1.1,0,99,-0.3,3,-4,-0.3,3
COc1cccc(/C=N/NC(=O)CCCC(=O)Nc2ccc(Br)cc2)c1,99,-2,1,-8,101,0.0,1,-12,-0.3,1
O=C(c1cc(-c2ccco2)nn1-c1cccc(Cl)c1)N1CCCCC1,102,0,1.2,7,109,3.6,-6,1,-0.4,-2
NCCCC(=O)O,103,-9,1.1,-13,104,-0.3,-2,-19,0.4,-4
O=C(Cc1ccc(Cl)cc1)Oc1cccc2cccnc12,102,-1,1.2,2,85,-0.8,21,-4,-0.3,-3
COc1cc(/C=N/NC(=O)CNC(=O)c2ccc3c(c2)OCCO3)ccc1O,99,.,1.1,6,103,4.1,2,-13,0.5,1
Cc1cc(C)c(S(=O)(=O)N2CCCOC2CNC(=O)C(=O)NCc2ccco2)c(C)c1 (configuration not stated),97,-3,1,12,76,-0.6,31,-11,-0.3,4
O=C1CC(c2ccccc2)CC(O)=C1C=Nc1ccccc1Cl (configuration not stated),107,-6,1.2,6,92,-0.4,8,14,-0.2,-8
CCn1c(CC(=O)Nc2cccc(Cl)c2Cl)nnc1SCCOc1ccc(OC)cc1,94,3,1.4,10,102,-0.6,-1,-11,0.0,7
COc1ccccc1C(=O)O/N=C(\N)c1ccc(Cl)cc1,140*,-2,5.4*,70,132,1.6,-32,0,0.3,-44
CCN(CC)c1ccc(NC(=O)COC(=O)c2ccc3ccccc3n2)cc1,99,-3,1.1,7,123,4.3,-24,2,-0.2,1
O=C(CNC(=O)c1cccs1)c1ccc(F)cc1,128,7,4*,158*,70,0.0,39,-6,0.2,-23
COc1cc(NC(=O)c2ccccc2)c(OC)cc1NC(=O)CN1CCOCC1,100,-5,0.56,0,88,1.7,18,3,-0.3,0
Cn1c(=O)c2c(ncn2Cc2ccc(Cl)cc2)n(C)c1=O,77,-3,0.82,3,86,-1.3,21,-1,-0.3,24
CCn1c(-c2cccnc2Cl)nc2ccccc21,95,3,0.98,-3,97,1.2,9,-1,-0.2,5
CCN1CCCc2cc(CN(CCN3CCOCC3)C(=S)Nc3ccc(OC)cc3)ccc21,106,-2,1.1,1,106,-0.4,2,-7,-0.2,-8
CCOc1ccccc1CN1C(=O)NC(C)(c2ccccc2)C1=O (configuration not stated),93,-1,1.4,4,94,-0.6,14,0,-0.2,8
CC1CC(C)CN(c2ccc([N+](=O)[O-])nc2)C1 (configuration not stated),112,3,.,19,82,-0.5,25,-14,-0.2,-15
CC(O)c1nc2ccccc2n1Cc1ccc([N+](=O)[O-])cc1 (configuration not stated),94,-4,0.94,2,99,0.1,4,-5,-0.4,6
Cc1noc(NS(=O)(=O)c2ccc(NC(=O)C34CCC(CC3)C4)cc2)c1C,97,0,1,4,93,1.5,12,4,-0.1,3
COc1ccc(NC(=O)C2CC2)cc1-n1cnnn1,89,-5,1.1,17,100,2.1,5,5,0.0,12
CCOC(=O)c1cn(-c2nc(-c3ccc(Cl)cc3)cs2)c2c(F)c(N3CC(C)OC(C)C3)c(F)cc2c1=O (configuration not stated),96,3,1,17,103,-7.8,2,18,0.0,4
CC1CN(C(=O)c2cccc(COc3ccc(Br)cc3)c2)CC(C)O1 (configuration not stated),124,0,2.5,72,120,0.3,-21,-9,-0.2,-27
NS(=O)(=O)c1ccc(NC(=O)CSc2ncn[nH]2)cc1,102,-3,1.1,5,98,0.0,11,-11,0.1,-4
O=C(NCCCO)c1cc2ccccc2[nH]1,92,3,1.2,11,100,0.0,6,-15,-0.3,7
O=C(Nc1ccccc1C(=O)N1CCOCC1)c1ccc(CSc2ccccc2)cc1,98,0,0.65,-6,86,-0.3,24,-15,-0.2,2
Cc1[nH]c(=O)[nH]c(=O)c1S(=O)(=O)N1CCC(C(=O)NC(C)c2ccccc2)CC1 (configuration not stated),96,-4,1.2,1,103,0.3,5,-6,0.8,4
C=C(C)Cn1c(CCNC(=O)C(C)(C)C)nc2ccccc21,99,1,1.3,-3,87,-2.4,21,8,-0.5,2
C/C(=N/O)c1ccccn1,99,-2,1.1,-2,102,-0.4,-1,4,-0.1,0
CC(C)CCC(C(=O)O)C(C)CC(=O)NNC(=O)c1ccco1 (configuration not stated),103,-7,1.3,0,105,1.4,-4,0,-0.1,-5
O=C(O)Cn1c(SCc2cccc3ccccc23)nc2ccccc21,102,5,1.2,2,95,14,10,-1,0.0,-2
CCCCNC(=O)c1c(O)c2cccc3c2n(c1=O)CCC3,102,-9,0.95,-4,101,-1.3,3,3,0.4,0
COc1ccc2c(c1O)C(=O)c1ccccc1C2=O,103,-2,1.6,-13,.,-0.3,.,-7,-0.7,-5
CCCOC(=O)C1[C@H]2C(=O)N(C(C)c3ccc(OC)cc3)C[C@]23C=C[C@H]1O3 (some centres not stated),97,-3,1.1,13,98,-0.6,4,1,-0.1,3
O=C(CN1CCN(C(=O)c2ccco2)CC1)Nc1cc(Cl)ccc1Cl,94,-4,0.83,17,98,3.1,6,-2,-0.2,6
O=C(CCN1CCN(c2ccccc2)CC1)Nc1ccc(OCc2ccccc2)cc1,99,1,0.93,34,108,0.2,-1,-4,0.0,1
COCCn1c(-c2ccc(OC)c(OC)c2)nc2ccccc21,99,-8,1.1,5,108,0.8,-7,-1,0.1,0

# (cont.)
SMILES,STAT1 act,Efa HMGR inh,NF-kB neuron act,APP 5'UTR act,STAT3 act,Redox H2O2 prof,STAT3 inh,TLR4 MyD88 comp,Hsp70 act,STAT1 inh
COc1ccc(/C=C/C(=O)Nc2cc(C(F)(F)F)ccc2Cl)cc1,102,-1,1.3,8,96,-7.1,12,1,-0.5,-2
COCCNC(=S)NC1CC2CCCC(C1)N2Cc1cccs1 (configuration not stated),102,3,1,21,100,-3.6,5,0,-0.5,-2
CC(C(=O)Nc1ccccc1-c1ccccc1)N1CCOCC1 (configuration not stated),94,-1,1.1,-4,93,-2.5,8,-14,0.6,7
CCOc1cc(C(=O)NCCN2CCOCC2)cc(OCC)c1OCC,101,-1,1,-1,101,2.1,4,-1,-0.2,-1
Cc1[nH]nc(SCC(=O)NCCc2ccccc2)c1[N+](=O)[O-],99,-10,1.1,-8,100,-0.1,8,-8,-0.3,-1
CCc1ccccc1NC(=S)/N=C(\N)Nc1nc(C)c2cc(C)ccc2n1,105,-7,0.73,11,81,0.3,21,-5,-0.3,-6
O=C(CCCN1C(=O)/C(=C\c2cccs2)SC1=S)Nc1ccc(C(=O)O)cc1,96,-7,1.2,-7,103,-0.6,-1,-9,0.1,3
Nc1nnc(SCc2ccc(F)cc2Cl)s1,108,1,1.4,9,95,-3.9,10,-1,-0.4,-9
COc1cc2c(cc1OC)C(c1ccccc1O)N(C1CC(=O)N(c3ccccc3)C1=O)CC2 (configuration not stated),98,-6,0.92,-6,97,1.0,8,3,0.0,3
COc1ccc(N2CCCn3c2nc2c3c(=O)n(Cc3ccc(C)cc3)c(=O)n2C)c(OC)c1,88,-6,0.78,2,102,0.0,4,-5,-0.1,11
Cc1ccc(/C(=N\O)c2oc3c(C)c4oc(=O)cc(C)c4cc3c2C)cc1,95,-2,0.61,-7,82,0.2,25,9,-0.2,4
COc1ccc(S(=O)(=O)Nc2ccc(Cl)cn2)c(C)c1C,100,1,0.99,3,101,2.3,4,1,-0.3,0
CCCNC(=O)c1cc(S(=O)(=O)N2CCc3ccccc32)ccc1F,100,-1,1.1,0,101,1.2,5,-7,-0.1,0
Cc1cc(NC(=O)c2cc3ccccc3oc2=O)no1,108,0,1.4,5,96,-6.7,6,6,0.7,-9
CC/C(=C/c1sc2ccc(C)cc2[n+]1CCO)SC,99,4,0.83,-8,99,0.2,6,-17,0.1,0
O=C(NCC(=O)N(c1cccc(F)c1)C(C(=O)NC1CCCC1)c1ccco1)c1ccco1 (configuration not stated),90,-7,1.1,10,95,-0.7,8,-2,-0.1,10
